Source: PubChem (Small Molecule Screening Facility, UW Madison)
PriA SSB inh – K. pneumoniae PriA-SSBct interaction inhibition; AlphaScreen SSBct-PriA binding, biotinylated peptide; inhibition, % at 33 µM; 430,000 compounds, 0.6% hits; in the data active = inhibition mostly above about 37%, no sharp cut-off; inactive = mostly below about 20%;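 note: plate controls were negative control peptide for no effect and reference peptide for full effect; strong numbers were not always called active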
* marks the source's active call; other numbers are inactive results; & = joins results of further samples. An excerpt; rates above refer to the full screens.

SMILES	PriA SSB inh
O=C(CC1SC(=NN=C/C=C/c2ccccc2)NC1=O)Nc1ccc(Cl)c(Cl)c1 (stereo unspecified)	-11.7
Cc1nc(-c2ccccc2)c(-c2ccccc2)s1	-40.0&-17.0
CN(Cc1ccccc1)S(=O)(=O)c1ccc(C(=O)Nc2nc(-c3cc(Cl)ccc3Cl)cs2)cc1	-2.0
Cc1ccc(-c2csc3c(=O)n(C)c(SCC(=O)NCc4ccccc4)nc23)cc1	-16.0
COCCN1CCC(CNC(=O)CN2C(=O)c3ccccc3C2=O)CC1	0.0
COc1cc(C=NNC(=O)c2sc(N)c(C#N)c2C)cc(Br)c1O	-4.1
Cc1cccc(CC(=O)Nc2ccc(-c3ccc(N4CCN(C)CC4)nn3)cc2)c1	20.0
COc1ccc(CCNC(=O)CSc2nc3sc(-c4ccccc4)cc3c(=O)n2-c2ccccc2)cc1OC	-6.0&8.0
O=C(NCC(=O)N1CCOC(c2ccccc2)C1)c1c(F)cccc1F (stereo unspecified)	-8.0
O=C(Cn1cnc2c([nH]c3ccc(Br)cc32)c1=O)N1CCN(c2ccccn2)CC1	-5.0&7.0

Overlap with the part before: 4 compounds, followed by the next part.
SMILES	PriA SSB inh
Cc1cccc(CC(=O)Nc2ccc(-c3ccc(N4CCN(C)CC4)nn3)cc2)c1	20.0
COc1ccc(CCNC(=O)CSc2nc3sc(-c4ccccc4)cc3c(=O)n2-c2ccccc2)cc1OC	-6.0&8.0
O=C(NCC(=O)N1CCOC(c2ccccc2)C1)c1c(F)cccc1F (stereo unspecified)	-8.0
O=C(Cn1cnc2c([nH]c3ccc(Br)cc32)c1=O)N1CCN(c2ccccn2)CC1	-5.0&7.0
O=C(COc1ccc2c(c1)OCO2)NCCCn1ncccc1=O	0.0
Clc1ccc2cccnc2c1Cl	28.1
COc1ccccc1-n1ncc2c(C)n[nH]c(=S)c21	5.0
CCc1ccc(S(=O)(=O)N2CCN(c3ccc4nnc(-c5ccco5)n4n3)CC2)cc1	9.0
CCOc1ccc(-c2ccc(=O)n(CCNC(=O)C3c4ccccc4Oc4ccccc43)n2)cc1	7.0
COc1ccc(C=NNC(=O)CN2CCSCC2)c(OC)c1	-6.2
O=C(C1CCCC1)N1CCN=C1SCc1cccc(C(F)(F)F)c1	-4.0
Cc1cc(O)cc2c1C(=O)/C(=C/c1cccs1)O2	6.0
O=C(O)/C=C\C(=O)Nc1cccc2ccccc12	15.0
COc1cc(C(=O)NN=C(C)c2ccc(NC(=O)Cc3ccccc3)cc2)ccc1O	2.5
O=S(=O)(Cc1ccccc1)NCC#CCN1CCOCC1	-6.0
c1cnc2c(c1)c1nccnc1c1cccnc12	114.0*
Cc1csc(C(=O)NCc2cncc(-c3ccsc3)c2)c1	-6.0
COc1ccccc1Cn1cnc2c([nH]c3ccc(C)cc32)c1=O	-9.0&-5.0
O=c1c(=Cc2cccc3ccccc23)sc2ncnn12	-3.8
Cc1noc(C2CC(=O)N(c3cccc4c3CCCC4)C2)n1 (stereo unspecified)	-12.0
CC(=O)c1c(C)[nH]c(C(=O)NC2CCSc3ccc(Cl)cc32)c1C (stereo unspecified)	19.9
CO[C@@H](CNC(=O)C(=O)Nc1cccc(Cl)c1C)c1cccc(F)c1	2.0
COC(CNC(=O)c1cn(C)nn1)c1ccc(Cl)s1 (stereo unspecified)	-30.0
O=C(CSc1nccn1C1CCCCC1)Nc1ccc(C(F)(F)F)cc1	3.0
Cc1ccc2nc(C)c(NC(=O)CC3CCCCC3)c(=O)n2c1	5.0
CCOC(=O)c1c(NC(=O)c2ccccc2NS(=O)(=O)c2ccc(C)cc2)sc2c1CCCC2	-18.0
Cc1cccc(-c2nc3scc(CCNC(=O)CCCc4ccccc4)n3n2)c1	-2.0
Cc1ccc(C(=O)N2C3C=CCC2CC3)cc1F (stereo unspecified)	-6.0
CC(C)CCn1c(SCc2nc(-c3cccc(C(F)(F)F)c3)no2)nc2ccsc2c1=O	-9.0
COc1ccc(S(=O)(=O)C2CCN(C(=O)Cc3ccccc3Cl)CC2)cc1	-6.0
O=C(N/N=C\c1c[nH]c2ccccc12)c1ccccc1	-11.0
COc1ccc(-c2csc(NC(=O)C3CCN(S(=O)(=O)c4ccc(Cl)cc4)CC3)n2)cc1C	-12.0
O=C(NC1CCN(c2nccs2)C1)C1(c2cccs2)CCCC1 (stereo unspecified)	17.0
O=C(Nc1cnc(N2CCCC2)nc1)c1cccnc1	-17.0

A different layout for some results above.
compound | PriA SSB inh
Cc1ccc2nc(C)c(NC(=O)CC3CCCCC3)c(=O)n2c1 | 5.0
CC(C)CCn1c(SCc2nc(-c3cccc(C(F)(F)F)c3)no2)nc2ccsc2c1=O | -9.0
Cc1ccc(C(=O)N2C3C=CCC2CC3)cc1F (stereo unspecified) | -6.0
O=C(NC1CCN(c2nccs2)C1)C1(c2cccs2)CCCC1 (stereo unspecified) | 17.0
O=C(Nc1cnc(N2CCCC2)nc1)c1cccnc1 | -17.0
Cc1cccc(-c2nc3scc(CCNC(=O)CCCc4ccccc4)n3n2)c1 | -2.0

Continued:
SMILES	PriA SSB inh
O=C(CCS(=O)(=O)c1ccccc1)N1CCC(Oc2ccc(Cl)cn2)CC1	-3.0
Cc1cc(C(=O)NN=Cc2cccc([N+](=O)[O-])c2)c2ccccc2n1	-16.8
Cc1cc2c(SCC(=O)Nc3ccc(N(C)C)cc3)ncnc2s1	3.0
CCSc1nnc(NC(=O)CSc2nnc(CNC(=O)c3ccc(S(=O)(=O)N4CCCC4)cc3)n2-c2ccc(Br)cc2)s1	-4.0
O=S(=O)(c1cccc2cccnc12)N1CCC(n2ccnn2)CC1	0.0
O=C(Nc1ccc2c(c1)CN(C(=O)C1CC1)CC2)c1ccco1	-5.0
CS(=O)(=O)N1CCCC1C(=O)Nc1sc(-c2ccccc2)cc1C(N)=O (stereo unspecified)	-6.0
COc1ccc(CCC(=NO)C2(O)CCCCC2)cc1	-11.2
COc1cccc(OCC(=O)NCC(c2ccc3c(c2)CCCN3C)N2CCCC2)c1 (stereo unspecified)	10.0
COC(=O)CSC1CCN(S(=O)(=O)c2cn(C)cn2)C1 (stereo unspecified)	-7.0
COC(=O)c1ccc(-c2csc(NC(=O)C3CCCN3S(C)(=O)=O)n2)cc1 (stereo unspecified)	5.0
Cc1ccccc1CC1SC(=N)NC1=O (stereo unspecified)	-3.5
O=C(COC(=O)c1ccc(S(=O)(=O)NCc2ccco2)cc1)c1ccc(Cl)cc1	-14.0
CCCCOC(=O)c1ccc(NC(=O)c2cc(=O)c(OCC)cn2C)cc1	8.0
Cc1cc(OC2CCN(C(=O)C3(c4cccs4)CCCC3)C2)cc(=O)n1C (stereo unspecified)	-7.0
CCOC(=O)N1CCC(NC(=O)Cn2c(=O)n(CCc3cccs3)c(=O)c3ccccc32)CC1	-12.0
C=CC1=C(C(=O)O)N2C(=O)[C@@H](NC(=O)C(=NOCC(=O)O)c3csc(N)n3)[C@H]2SC1	-4.8
C[C@](O)(CNC(=O)c1cccs1)c1ccc2c(c1)OCO2	-11.0
COc1cc(C2C(C(N)=O)=C(C)Nc3ncnn32)ccc1OC(F)F (stereo unspecified)	-15.0
O=C(CCSc1ccccc1)Nc1cc(N2CCCC2)ncn1	62.0
CC(C)c1nc(SC/C=C/c2ccccc2)c2c(=O)n(C)c(=O)n(C)c2n1	-15.0
O=C(c1cnn(-c2ccccc2)n1)N1CC[C@H](S(=O)(=O)Cc2ccco2)C1	-10.0
COc1ccc(N2C(=O)CN(Cc3ccccc3F)C3CS(=O)(=O)CC32)cc1Cl (stereo unspecified)	-3.0
Cc1c(F)ccc2cccnc12	29.2
Cc1nc2c(SCC(=O)Nc3nccs3)nnc(-c3ccccc3)c2s1	6.0
Cc1nc(C(=O)Nc2cnn(C3CCOCC3)c2)cs1	-12.0
CCc1nnc(NN=Cc2ccc(N3CCC(C)CC3)c([N+](=O)[O-])c2)n1N	24.9
CCn1ncc(C=NNC(=O)c2cc(Cl)ccc2OC)c1C	-8.0
O=c1c(SCc2cccc(Cl)c2)nccn1-c1ccc(F)cc1	-18.0
CCOC(=O)c1nnn(CC(=O)Nc2ccc(C(=O)OC)cc2)c1C(=O)OCC	-9.0
CC1CCCCC12NC(=O)N(CC(=O)Nc1ccc(Cl)c(Cl)c1)C2=O (stereo unspecified)	-6.0
CCOC(=O)CNC(=O)c1nnn(-c2ccccc2)c1-n1cccc1	-6.0
CS(=O)(=O)Nc1cccc(NC(=O)c2ncc(-c3ccc(F)cc3)o2)c1	6.0
O=S(=O)(Oc1ccc2oc3ccccc3c2c1)c1cccc2cccnc12	-12.0
COc1ccc(C=NNC(=O)CCC(=O)Nc2ccc(Br)cc2)c(OC)c1	-2.1
O=C(Nc1ccc2ncsc2c1)c1ccc2c(c1)CCCC2	-7.0
O=c1c2ccccc2oc2nc(-c3ccccc3F)n(CCc3ccccc3)c(=O)c12	7.0
COc1ccccc1NC(=O)CN1CCN(Cc2cnnn2-c2ccccc2C)CC1	-4.0
CC(=O)Nc1ncc(S(=O)(=O)NCC(O)c2csc3ccccc23)s1 (stereo unspecified)	6.0
CC(C)CS(=O)(=O)Nc1ccc2c(c1)CCCN2S(=O)(=O)c1ccccc1	7.0
COc1ccc(-n2nnc(C(=O)NC3CCCCC3)c2C(C)C)cc1	-8.0
Cc1ccc(N2CC(C(=O)N3C4C=CCC3CC4)CC2=O)cc1C (stereo unspecified)	1.0
COc1ccc(S(=O)(=O)CCC(=O)Nc2nc3c(s2)COc2ccccc2-3)cc1	-3.0
COc1ccccc1OCC(=O)Nc1ccc2c(c1)N(C)C(=O)C(C)(C)CO2	24.0
O=C(NCCn1nc(-c2ccc(Cl)cc2)ccc1=O)NC1CCCCC1	6.0
CC(=O)Nc1ccc2nc(NC(=O)c3ccc4ccccc4c3)sc2c1	-3.0
COc1ccc(NC(=O)CCSc2ccc(C)cc2)c([N+](=O)[O-])c1	62.0*
COc1ccc(CC(=O)Nc2c3c(nn2C(C)(C)C)CSC3)cc1OC	-15.0
O=C1CCCN1Cc1cn(C2CN(S(=O)(=O)CCCOc3ccccc3)C2)nn1	-4.0
COc1ccc2nc(N(CCN3CCOCC3)C(=O)c3ccc(Br)s3)sc2c1	-11.0

Given with bars between the fields: 2 of the compounds above.
SMILES | PriA SSB inh
COc1ccccc1-n1ncc2c(C)n[nH]c(=S)c21 | 5.0
COc1ccc(S(=O)(=O)C2CCN(C(=O)Cc3ccccc3Cl)CC2)cc1 | -6.0

(listing goes on)
SMILES	PriA SSB inh
CCOC(=O)C(C#N)=NNc1ccc(S(=O)(=O)N2CCc3ccccc32)cc1	27.4
CC(C)(C)OC(=O)N1CCC(Oc2nc3ccccc3o2)CC1	12.0
O=C(CS(=O)(=O)c1cccs1)Nc1cc(F)ccc1F	4.0
Cc1ccc(C(=O)NN=C/C=C/c2ccccc2)o1	-6.4
CNC(=O)C(=O)NC[C@]1(O)CCCc2cc(OC)ccc21	-1.0
O=c1[nH]nc(SCc2cc(=O)n3ccccc3n2)n2nc(-c3ccc(F)cc3)cc12	-15.0
CON=C(CNC(=O)c1cccc(Cl)c1)c1ccc(Cl)cc1	5.3
CCOCC(=O)N1CCC(Oc2cnccn2)CC1	-14.0
CCN(CC)CCN(C(=O)c1cc(Cl)sc1Cl)c1nc2cc3c(cc2s1)OCCO3	18.0
CCOC(=O)CSc1nnc(-c2c[nH]c3ccccc23)n1-c1ccc(F)cc1	-8.0
Cc1ccc2c(c1)NC(=O)c1cc(NS(=O)(=O)Cc3ccccc3Cl)ccc1O2	1.0
C=CCOc1cccc(C2C(=C(O)c3ccccc3)C(=O)C(=O)N2CCN2CCOCC2)c1 (stereo unspecified)	-13.8
O=C(COc1ccccc1F)Nc1c(C(=O)c2ccc3c(c2)OCO3)oc2ccccc12	-7.0
NC(=O)c1c(NC(=S)NC(=O)c2ccc(Cl)cc2Cl)sc2c1CCCC2	-1.0
O=C(c1ccco1)N(Cc1ccccn1)c1nc2ccccc2s1	-7.0
Nc1cc(Cl)nc(NN=Cc2ccc([N+](=O)[O-])cc2)n1	-2.4
CCS(=O)(=O)c1nc2ccccc2n1Cc1ccccc1F	-4.0
CCOc1ccccc1NC(=O)CN1CCN(Cc2nc(-c3cccs3)cs2)CC1	7.0
Cc1cnc2n(c1=O)C(CC(=O)NCc1cccs1)CS2 (stereo unspecified)	-7.0
COc1ccc(OC)c(S(=O)(=O)Nc2ccc3c(c2)N(CCC(C)C)C(=O)C(C)(C)CO3)c1	10.0
O=C(O)Cn1ccc(=O)c2cccc(F)c21	-8.0
Cc1ccccc1C(=O)Nc1ccc(-c2ccc3nnc(-c4ccccn4)n3n2)cc1	70.0*
COc1cc(C)c(Cl)c(C)c1S(=O)(=O)N1CC(C)OC(C)C1 (stereo unspecified)	-8.0
COCCCNC(=O)NC1(C(F)(F)F)Oc2ccc(C(C)(C)C)cc2O1 (stereo unspecified)	1.0
CN1CCN(c2nc(-c3ccc([N+](=O)[O-])cc3)nc3ccccc23)CC1	9.0
Cc1nc(C(=O)NCc2nc(-c3cccn3C)no2)cs1	0.0
CCN(CC)CCN(C(=O)c1ccc(S(=O)(=O)N2CCCCCC2)cc1)c1nc2c(OC)ccc(OC)c2s1	26.0
O=C(OCc1cc(-c2ccccc2)on1)c1c(F)cccc1F	-73.0
O=C(NN=CC1CC2CCC1C2)c1ccc2c(c1)OCO2 (stereo unspecified)	-6.9
COc1nn(C)cc1C(=O)Nc1nc2c(s1)CN(S(C)(=O)=O)CC2	1.0
CCC1SC(=NN=Cc2ccco2)N(c2ccc(F)cc2)C1=O (stereo unspecified)	-7.9
CCOC(=O)c1sc2nc(Cc3ccccc3OC)[nH]c(=O)c2c1C	-2.0
COC(=O)c1sccc1S(=O)(=O)NC1CCCC(O)C1 (stereo unspecified)	-5.0
COc1ccc(C(=O)Nc2nc3c(s2)CCCC3C(=O)NCc2ccccc2Cl)cc1 (stereo unspecified)	14.0
Cc1ccc(S(=O)(=O)NN=Cc2ccc(C#N)cc2)cc1	-6.4
Cn1cc(C(=O)N2CCC(c3cccs3)CC2)nn1	3.0
CCOCc1cnc(C)nc1NC(=O)c1cn[nH]n1	-13.0
O=C(c1cccs1)N(Cc1cnc2ccccn12)C1CC1	-9.0
O=C(/C=C/c1ccco1)C1=C(O)C(=O)N(CCN2CCOCC2)C1c1cccc(F)c1 (stereo unspecified)	-10.0
COc1ccc(/C=C2\Oc3cc(OCC(N)=O)cc(C)c3C2=O)c(OC)c1OC	-11.0
COC(=O)Nc1ccc2c(c1)CN(C(C)=O)CC2	-10.0&-9.0
O=C(Cc1ccccc1Cl)NC[C@@](O)(c1ccco1)C1CC1	-7.0
